GSTO1 counter: blocks human GSTO1 in RBBP9 counter-screen; 1.1% of 300,000 active; recombinant GSTO1, activity-based probe fluorescence polarization; inhibition, % at 5.96 µM; AID 1974;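 active = inhibition above the campaign mean inhibition plus 3 SD, cut at about 35% in these data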;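 note: 0% = GSTO1-1 with DMSO and 100% = wells lacking GSTO1-1 enzyme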
PREPL inhibitor: inhibitors of human prolyl oligopeptidase-like enzyme PREPL; Q4J6C6; recombinant PREPL, fluorescence polarization activity-based probe; inhibition, % at 5.96 µM; 0.68% of 320,000 active; in the data active = inhibition above about 43%;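 note: 0% = enzyme with DMSO and 100% = wells lacking enzyme; many of its hits are not listed in these tables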
PAFAH2 FP inh: PAFAH2 (human) inhibition; Q99487; recombinant PAFAH2, FP-rhodamine activity probe, fluorescence polarization; inhibition, % at 3.39 µM; 0.99% of 340,000 active; AID 492956;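 active = inhibition above the mean over all tested compounds plus 3 SD, cut at about 30% in these data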;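 note: inhibitors block probe labeling of enzyme so polarization drops; 0% = enzyme with DMSO and 100% = wells lacking PAFAH2 protein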
LYPLA1 counter: LYPLA1 (human) inhibition in PME1 counter-screen; recombinant LYPLA1, FP-Rh probe fluorescence polarization; 0.16% of 320,000 active; AID 2174; O75608; inhibition, % at 5.9 µM;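 active = inhibition above the mean of all tested compounds plus 3 SD, set per campaign, cut at about 14% in these data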;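 note: inhibitors block serine hydrolase probe labeling of LYPLA1 so polarization falls; 0% = enzyme with DMSO and 100% = wells lacking LYPLA1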
Target sequence (O75608 whole entry, looked up): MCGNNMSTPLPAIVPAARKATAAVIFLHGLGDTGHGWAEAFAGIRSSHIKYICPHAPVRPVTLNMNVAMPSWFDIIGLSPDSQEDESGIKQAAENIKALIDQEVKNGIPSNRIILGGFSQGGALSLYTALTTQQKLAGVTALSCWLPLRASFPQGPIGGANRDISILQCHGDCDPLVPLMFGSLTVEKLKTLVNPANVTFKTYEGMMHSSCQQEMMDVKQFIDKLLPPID
PAD4 inh: inhibitors of human PAD4. recombinant PAD4, RCA probe fluorescence polarization. inhibition, % at 6.36 µM. 0.41% of 330,000 active. AID 485272;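 active = percent inhibition above a cutoff equal to the mean of all tested compounds plus 3 SD, cut at about 15% in these data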;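 note: 0% = PAD4 with RCA probe and DMSO and 100% = probe without PAD4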
Target sequence (Q9UM07 whole entry, looked up): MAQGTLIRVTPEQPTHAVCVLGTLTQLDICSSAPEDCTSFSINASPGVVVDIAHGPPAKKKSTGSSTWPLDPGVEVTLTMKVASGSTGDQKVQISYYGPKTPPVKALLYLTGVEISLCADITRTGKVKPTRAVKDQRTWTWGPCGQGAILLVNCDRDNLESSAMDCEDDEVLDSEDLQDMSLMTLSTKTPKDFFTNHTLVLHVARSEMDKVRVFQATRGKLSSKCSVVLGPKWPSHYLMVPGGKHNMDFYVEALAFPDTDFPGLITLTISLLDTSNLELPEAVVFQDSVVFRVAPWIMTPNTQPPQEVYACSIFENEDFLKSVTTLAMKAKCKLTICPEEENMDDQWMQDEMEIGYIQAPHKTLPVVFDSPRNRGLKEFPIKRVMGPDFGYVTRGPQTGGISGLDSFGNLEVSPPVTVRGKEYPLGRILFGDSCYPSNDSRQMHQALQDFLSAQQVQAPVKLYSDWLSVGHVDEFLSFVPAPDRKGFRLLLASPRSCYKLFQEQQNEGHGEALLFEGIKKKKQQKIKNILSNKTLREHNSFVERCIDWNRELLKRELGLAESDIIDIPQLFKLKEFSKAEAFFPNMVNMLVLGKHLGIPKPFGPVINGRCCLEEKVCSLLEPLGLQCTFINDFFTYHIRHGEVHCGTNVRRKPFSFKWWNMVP
LYPLA2 counter: LYPLA2 (human) inhibition in PME1 counter-screen; O95372; recombinant LYPLA2, FP-Rh probe fluorescence polarization; inhibition, % at 5.9 µM; 0.38% of 320,000 active; AID 2177;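 active = inhibition above the screen-wide mean plus 3 SD, limit set per campaign, cut at about 26% in these data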;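 note: 0% = LYPLA2 with DMSO and 100% = wells lacking LYPLA2 enzyme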
pPAFAH inh: inhibitors of human plasma PAF acetylhydrolase (pPAFAH); inhibition, % at 3.39 µM; 1.5% of 330,000 active; recombinant pPAFAH, FP-rhodamine probe fluorescence polarization; Q13093;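 active = inhibition above the mean inhibition across the screen plus 3 SD, cut at about 25% in these data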;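 note: inhibitors block binding of the rhodamine activity-based probe so polarization drops; 0% = enzyme with DMSO and 100% = wells lacking pPAFAH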
PAFAH1B3 inh: blocks human PAF acetylhydrolase 1B catalytic subunit 3; Q15102; recombinant PAFAH1B3, FP-rhodamine probe, fluorescence polarization; inhibition, % at 3.39 µM; 0.28% of 340,000 active; AID 492972;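 active = inhibition above the screen-wide average of all tested compounds plus 3 SD, cut at about 25% in these data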;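 note: 0% = enzyme with DMSO only and 100% = wells lacking PAFAH1B3 protein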
PAFAH1B2 FP inh: PAFAH1B2 (human) inhibition. recombinant PAFAH1B2, FP-rhodamine activity probe, fluorescence polarization. inhibition, % at 3.39 µM. 1.2% of 340,000 active;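 active = inhibition above the mean of all tested compounds plus 3 SD, cut at about 24% in these data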;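 note: 0% = enzyme with DMSO and 100% = wells lacking PAFAH1B2; many of its hits are not listed in these tables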
Target sequence (P68402 whole entry, looked up): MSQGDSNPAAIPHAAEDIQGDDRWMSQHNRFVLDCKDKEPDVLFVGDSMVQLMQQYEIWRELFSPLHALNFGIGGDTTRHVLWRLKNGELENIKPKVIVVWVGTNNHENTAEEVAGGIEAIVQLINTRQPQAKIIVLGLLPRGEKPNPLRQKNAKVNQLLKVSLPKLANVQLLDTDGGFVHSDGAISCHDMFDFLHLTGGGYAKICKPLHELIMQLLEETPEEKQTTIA
Starred values were filed as active, the others as inactive; x = not tested or not shown. An excerpt; count on the stated rates, not on these rows.

SMILES | GSTO1 counter | PREPL inhibitor | PAFAH2 FP inh | LYPLA1 counter | PAD4 inh | LYPLA2 counter | pPAFAH inh | PAFAH1B3 inh | PAFAH1B2 FP inh
CCc1ccc(N2CC(C(=O)N3CCCCCC3)CC2=O)cc1 (configuration not stated) | -1 | 3 | 4 | 0 | -3 | 2 | 3 | -3 | 1
CNc1ccc(/C=C2\COc3ccccc3C2=O)cc1[N+](=O)[O-] | 3 | 1 | -4 | 0 | -3 | 0 | 0 | 3 | 6
CC(=O)Oc1ccc(OC(C)=O)c(S(=O)(=O)c2ccc(C)c(C)c2)c1 | 47* | 8 | 8 | 1 | -1 | 0 | 2 | -6 | 2
c1ccc2c(c1)CCN(Cc1nnnn1Cc1ccc3c(c1)OCO3)C2 | 0 | -25 | 4 | -4 | -1 | -10 | 2 | 4 | -1
COc1cccc(C(=O)NCc2ccc(-c3nc4ccccc4s3)cc2)c1 | -2 | -2 | 0 | -2 | -3 | 0 | 5 | 1 | -1
COc1ccc(-c2oc3ncn4nc(Cc5ccccc5)nc4c3c2-c2ccc(OC)cc2)cc1 | -2 | 2 | 8 | 2 | -5 | -2 | -2 | -6 | -1
COc1cc(OC)c(C(=O)NC23CC4CC(CC(C4)C2)C3)cc1OC | -13 | 7 | 1 | 2 | -15 | 1 | 6 | 8 | 8
COc1ccc(/C=N/Nc2ccc(C(=O)O)cc2)cc1Br | 11 | -4 | 6 | 2 | 1 | 1 | 10 | 9 | 8
CCC(c1nnnn1Cc1cccs1)N1CCN(c2nc3ccccc3s2)CC1 (configuration not stated) | -1 | 20 | 4 | -4 | 2 | -5 | 4 | 2 | 0
CC1=NN(c2nc3ccccc3s2)C(O)(C(F)(F)F)C1 (configuration not stated) | 2 | -5 | -1 | 6 | 3 | 7 | 10 | 3 | 1

A different layout for part of the listing above:
| canonical_smiles | GSTO1 counter | PREPL inhibitor | PAFAH2 FP inh | LYPLA1 counter | PAD4 inh | LYPLA2 counter | pPAFAH inh | PAFAH1B3 inh | PAFAH1B2 FP inh |
| --- | --- | --- | --- | --- | --- | --- | --- | --- | --- |
| c1ccc2c(c1)CCN(Cc1nnnn1Cc1ccc3c(c1)OCO3)C2 | 0 | -25 | 4 | -4 | -1 | -10 | 2 | 4 | -1 |
| COc1cccc(C(=O)NCc2ccc(-c3nc4ccccc4s3)cc2)c1 | -2 | -2 | 0 | -2 | -3 | 0 | 5 | 1 | -1 |

More results.
SMILES | GSTO1 counter | PREPL inhibitor | PAFAH2 FP inh | LYPLA1 counter | PAD4 inh | LYPLA2 counter | pPAFAH inh | PAFAH1B3 inh | PAFAH1B2 FP inh
COc1ccc(CNC(=O)CSc2nnnn2-c2ccc(O)cc2)cc1 | 3 | 15 | 1 | -1 | 2 | 2 | 6 | 7 | 0
CC1CCCC/C1=N\NS(=O)(=O)c1ccc(Br)cc1 (configuration not stated) | 4 | -43 | -1 | 0 | 3 | -3 | 5 | 10 | 16
O=S1(=O)[C@H]2C[C@@H]3C=C[C@@]2(CN1Cc1cccc(C(F)(F)F)c1)O3 | -1 | 0 | 0 | 0 | 1 | -1 | 4 | -1 | 4
COc1ccc(/C=N/NC(=O)c2cccc(OC(F)(F)C(F)F)c2)cc1O | 6 | 16 | -5 | -3 | 4 | -10 | -1 | 5 | 7
COc1cc(/C=N/NC(=O)c2cccc(N3CCCC3=O)c2)ccc1O | 9 | 18 | -2 | 12 | 0 | -2 | 5 | 9 | 0
Cc1nn(CC(=O)N(C)C2CCS(=O)(=O)C2)c(C)c1[N+](=O)[O-] (configuration not stated) | 10 | 6 | 0 | -1 | 3 | 3 | 0 | 9 | 1
O=C(c1cccc(Oc2c(Cl)cccc2[N+](=O)[O-])c1)N1CCCCC1 | 2 | 11 | -7 | 0 | -2 | 6 | 5 | 10 | 1
CC(C)c1ccc(NC(=S)NC2CCN(Cc3ccccc3)CC2)cc1 | 8 | 5 | 5 | -1 | 1 | 10 | -2 | 2 | 4
COc1ccc(OC2OC3COC(C)(C)OC3C(O)C2NC(C)=O)cc1 (configuration not stated) | 7 | -10 | 0 | -3 | -5 | -3 | 3 | -3 | -1
O=C(O)Cc1ccc(NC(=S)NCc2ccco2)cc1 | -8 | 5 | -9 | 3 | -3 | 5 | 3 | 4 | 0

A draw from above in order of heavy-atom count, high to low:
SMILES | GSTO1 counter | PREPL inhibitor | PAFAH2 FP inh | LYPLA1 counter | PAD4 inh | LYPLA2 counter | pPAFAH inh | PAFAH1B3 inh | PAFAH1B2 FP inh
COc1ccc(/C=N/NC(=O)c2cccc(OC(F)(F)C(F)F)c2)cc1O | 6 | 16 | -5 | -3 | 4 | -10 | -1 | 5 | 7
COc1ccc(OC2OC3COC(C)(C)OC3C(O)C2NC(C)=O)cc1 (configuration not stated) | 7 | -10 | 0 | -3 | -5 | -3 | 3 | -3 | -1
O=C(c1cccc(Oc2c(Cl)cccc2[N+](=O)[O-])c1)N1CCCCC1 | 2 | 11 | -7 | 0 | -2 | 6 | 5 | 10 | 1
O=S1(=O)[C@H]2C[C@@H]3C=C[C@@]2(CN1Cc1cccc(C(F)(F)F)c1)O3 | -1 | 0 | 0 | 0 | 1 | -1 | 4 | -1 | 4
Cc1nn(CC(=O)N(C)C2CCS(=O)(=O)C2)c(C)c1[N+](=O)[O-] (configuration not stated) | 10 | 6 | 0 | -1 | 3 | 3 | 0 | 9 | 1
CC1=NN(c2nc3ccccc3s2)C(O)(C(F)(F)F)C1 (configuration not stated) | 2 | -5 | -1 | 6 | 3 | 7 | 10 | 3 | 1
CC1CCCC/C1=N\NS(=O)(=O)c1ccc(Br)cc1 (configuration not stated) | 4 | -43 | -1 | 0 | 3 | -3 | 5 | 10 | 16

Going on with the list.
SMILES | GSTO1 counter | PREPL inhibitor | PAFAH2 FP inh | LYPLA1 counter | PAD4 inh | LYPLA2 counter | pPAFAH inh | PAFAH1B3 inh | PAFAH1B2 FP inh
Cc1ccc(NC(=O)COc2coc(CN3CCN(Cc4ccccc4)CC3)cc2=O)cc1 | 11 | 11 | 5 | -2 | -4 | -7 | -4 | 2 | 0
COc1cc(OC)cc(-c2c(C#Cc3ccsc3)c3cc(-c4ccc(OC)c(F)c4)ccc3n2C)c1 | x | 14 | 6 | x | -1 | x | -1 | -2 | 3
CCN(CC)S(=O)(=O)c1ccccc1/C=N\O | 17 | -2 | -5 | -2 | 1 | -3 | 1 | 2 | 1
CC(C)[C@H](NC(=O)C1(c2ccccc2)CCN(C(=O)OC(C)(C)C)CC1)C(=O)O | 5 | 13 | -5 | -2 | 3 | 14 | -4 | 2 | 2
COc1ccccc1C(=O)OCC(=O)NC(=O)NC1CCCC1 | x | 13 | 10 | 5 | 3 | 9 | 0 | 4 | 5
CCN(CC)c1ccc(NC(=O)CCNS(=O)(=O)c2ccc3c(c2)CCC(=O)N3)c(C)c1 | 1 | 2 | -1 | 3 | -10 | -4 | 8 | 3 | -1
O=C(CSc1nnc2ccc(-c3ccc(F)cc3)nn12)N1CCOCC1 | 4 | 9 | -3 | -1 | -4 | 4 | 9 | 6 | 1
COc1ccc(Nc2nc(N)nc(CN3CCc4ccccc4C3)n2)cc1 | 8 | 43* | 4 | 2 | -7 | 0 | 4 | 0 | 1
Cc1nn(Cc2ccc(Cl)cc2)c(C)c1NC(=O)C1CC=CCC1C(=O)O (configuration not stated) | 14 | 13 | -5 | -3 | -3 | -9 | 3 | 2 | 0
CC(=O)CC[C@@H](C)O[C@@H]1OC(C)[C@H](O)CC1O (some centres not stated) | -1 | 4 | 0 | 0 | 2 | -1 | 4 | 0 | -3
COc1cccc(Oc2cn[nH]c2-c2ccc(OCC(=O)NN)cc2O)c1 | -4 | 2 | 4 | -19 | -1 | -30 | 5 | 4 | 1
COc1ccc(OC(=O)c2cc3cc(Cl)ccc3oc2=O)cc1 | 9 | 7 | 1 | -3 | -6 | -6 | -5 | 3 | 5
C(=N/N1CCN(c2ccccc2)CC1)/c1ccncc1 | -5 | 10 | -7 | -2 | -2 | 0 | 4 | -1 | 4
CCCCNC(=O)N(O)C1N(/N=C/c2ccccc2OC)C(=S)SC1(C)C (configuration not stated) | 22 | -7 | -8 | -2 | 0 | -1 | 0 | 1 | 9
Cc1cc(NC(=O)COC(=O)CCNS(=O)(=O)c2ccccc2)n(-c2ccccc2)n1 | 7 | 12 | 0 | 0 | 4 | 4 | 13 | -5 | 1
Cc1cccc(N(C(=O)c2csnn2)C(C(=O)NC(C)(C)C)c2cccnc2)c1 (configuration not stated) | 6 | -1 | -60 | 1 | 1 | 9 | 2 | 5 | 6
COc1ccc(C(=O)NCC(=O)N2CCN(c3ccc(F)cc3)CC2)cc1 | 0 | 4 | 4 | 0 | -6 | 3 | 2 | 5 | 1
CC(NC(=O)COC(=O)CCc1ccccc1)c1ccccc1 (configuration not stated) | 4 | 11 | 3 | -1 | -3 | -4 | 9 | 15 | 16
O=C(/C=C/c1cccc([N+](=O)[O-])c1)NCCSCc1ccc(Cl)cc1 | 2 | 5 | 5 | -4 | -7 | 2 | 6 | -5 | 17
Cc1cc(C)n(C(=O)CNC(=O)c2ccc(Cl)cc2Cl)n1 | 3 | 9 | 2 | 1 | 2 | 0 | 4 | 11 | 1
COc1ccc(/C(N)=N/OC(=O)c2cccc([N+](=O)[O-])c2)cc1OC | 2 | 22 | 0 | -1 | -2 | 4 | -4 | 0 | -2
O=C1C=C(N(CCO)CCO)C2(CCCCC2)O1 | 6 | 0 | -1 | -4 | 0 | 4 | 5 | 2 | 2
C/C(=N\N=C1\NC(=O)C(CC(=O)Nc2ccc(C)c(Cl)c2)S1)C(C)(C)C (configuration not stated) | -2 | 17 | 0 | -6 | -7 | -5 | 9 | -4 | -3
O=C(CSc1nncn1-c1cccnc1)N1CCOCC1 | 6 | 4 | -3 | -2 | 1 | 0 | 0 | 13 | 0
COc1ccccc1OCC(=O)Nc1ccccn1 | 6 | 1 | 3 | -4 | 3 | -5 | 0 | 1 | 6
Cc1cc(C)n(C(=O)Cn2nc(C)c(Br)c2C)n1 | -2 | -4 | 4 | -1 | -2 | 6 | 7 | 4 | 1
COc1cc2c(cc1OC)C(=O)CC(C)S2 (configuration not stated) | 6 | -6 | 2 | 3 | -7 | 0 | 3 | 4 | -5
O=C(O)C1=NOC(CNc2ncc(C(F)(F)F)cc2Cl)C1 (configuration not stated) | 2 | -2 | -5 | -5 | 1 | -3 | -2 | 4 | 7
Cc1ccc(S(=O)(=O)/N=C2\C(=O)c3ccccc3C([O-])=C2n2cc[n+](CCC(C)C)c2)cc1 | 76* | 18 | 5 | -1 | -6 | 3 | 10 | 26* | 7
CN1C(=O)C(=O)/C(=C(/O)c2ccc(Br)cc2)C1c1cccc([N+](=O)[O-])c1 (configuration not stated) | 5 | 1 | 3 | 2 | -4 | 5 | 2 | 5 | 2
CCCCN1C(=O)c2ccc(C(=O)N(C)CC(=O)Nc3ccc(OCC)c(OCC)c3)cc2C1=O | x | 20 | 8 | x | 1 | x | 9 | 4 | 3
COC(=O)CSc1nc(N)c(NC(=O)c2ccc(OC)c(OC)c2)c(=O)[nH]1 | -3 | 0 | 8 | 0 | -1 | 3 | 3 | 3 | 8
Cc1occc1C(=O)Nc1nnc(C2CCCCC2)s1 | -2 | 2 | 0 | -3 | -3 | -6 | 6 | 1 | 7
O=[N+]([O-])c1cccc(S(=O)(=O)Nc2ccc(S(=O)(=O)N3CCCC3)cc2)c1 | 2 | -1 | 7 | -1 | -5 | 2 | 3 | 5 | 4
COc1ccc(NS(=O)(=O)c2cc(NC(=O)c3ccc(=O)[nH]c3)ccc2N2CCCC2)cc1 | -13 | 8 | 9 | -3 | -3 | 1 | 12 | 8 | 4
CCOC(=O)c1c(C)[nH]c2c1cc(O)c1ccccc12 | 11 | 2 | 9 | -8 | -2 | 3 | 11 | 1 | 1

Bioassay records as filed in PubChem BioAssay.
